# Screens deposited in PubChem BioAssay by several laboratories.
# rCAG binder = r(CAG) repeat RNA binding; TO-PRO-1 dye displacement fluorescence; inhibition, % at 3 µM; 1.3% of 370,000 active; AID 651821;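 active = inhibition above the plate cutoff, the mean of all test compounds on that plate plus 3 SD, cut at about 35% in these data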;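 note: 0% = DMSO alone and 100% = 100 µM mitoxantrone as full dye displacement; higher means more dye released from RNA so lower well fluorescence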
# NPR1 activator = GC-A (human) enzyme activation; P16066; HEK293 GC-A cells, cGMP TR-FRET, EC30 ANP; 0% at EC30 ANP, 100% saturating ANP; activation, % at 10 µM; 0.14% of 370,000 active; in the data active = activation above about 40%
# Target sequence (P16066 whole entry, looked up): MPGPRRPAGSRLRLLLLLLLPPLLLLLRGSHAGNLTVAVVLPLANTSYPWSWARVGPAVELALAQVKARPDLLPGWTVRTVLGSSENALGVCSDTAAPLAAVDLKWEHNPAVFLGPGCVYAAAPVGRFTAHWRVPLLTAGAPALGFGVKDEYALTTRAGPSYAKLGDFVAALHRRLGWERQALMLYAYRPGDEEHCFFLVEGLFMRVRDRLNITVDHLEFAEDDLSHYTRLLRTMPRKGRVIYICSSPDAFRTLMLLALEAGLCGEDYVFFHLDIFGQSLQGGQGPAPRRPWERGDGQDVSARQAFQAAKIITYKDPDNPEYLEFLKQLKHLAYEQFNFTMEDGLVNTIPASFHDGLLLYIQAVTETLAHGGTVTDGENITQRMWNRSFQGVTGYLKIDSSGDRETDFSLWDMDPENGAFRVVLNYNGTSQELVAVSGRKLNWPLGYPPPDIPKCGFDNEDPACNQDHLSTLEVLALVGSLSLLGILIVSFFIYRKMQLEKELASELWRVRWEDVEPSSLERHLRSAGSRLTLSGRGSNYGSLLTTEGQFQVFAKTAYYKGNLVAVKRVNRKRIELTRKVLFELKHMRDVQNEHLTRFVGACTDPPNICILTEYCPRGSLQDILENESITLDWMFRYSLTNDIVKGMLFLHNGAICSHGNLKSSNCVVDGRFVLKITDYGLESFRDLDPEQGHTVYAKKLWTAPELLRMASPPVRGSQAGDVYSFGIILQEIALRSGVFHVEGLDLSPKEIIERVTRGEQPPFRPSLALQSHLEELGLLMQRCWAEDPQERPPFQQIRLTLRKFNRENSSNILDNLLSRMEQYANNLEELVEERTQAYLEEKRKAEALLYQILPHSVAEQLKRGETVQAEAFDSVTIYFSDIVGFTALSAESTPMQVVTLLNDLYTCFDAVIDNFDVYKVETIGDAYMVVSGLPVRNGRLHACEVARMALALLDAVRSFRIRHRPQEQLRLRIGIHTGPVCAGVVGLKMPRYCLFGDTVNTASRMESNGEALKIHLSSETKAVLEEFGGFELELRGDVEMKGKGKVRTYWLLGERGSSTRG
# ASAP1 inh = ASAP1 ArfGAP inhibition | Q9ULH1 | ASAP1-stimulated ARF1 GTP hydrolysis, GDP FP detection | inhibition, % at 16.5 µM | 0.19% of 360,000 active; in the data active = inhibition above about 25%;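 note: 0% = vehicle with enzyme and substrate and 100% = no enzyme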
# KLK7 zymogen act = activators of human kallikrein-7 zymogen; 0.9% of 370,000 active; activation, % at 7 µM; AID 652039; purified proKLK7, EDANS-DABCYL substrate fluorescence; 100% is mature enzyme control, 0% vehicle;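 active = activation above the mean of all tested compounds plus 3 SD, computed per campaign excluding outliers beyond control limits, cut at about 13% in these data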
# GAA850 FXN act = frataxin GAA850 promoter activation. HEK293 lucGAA850 FXN promoter luciferase reporter, 24 h; percent of 10 µM SAHA response. activation, % at 6 µM. 0.56% of 360,000 active. AID 540364;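 active = activation above the average of all compounds screened plus 3 SD, cutoff fixed separately per campaign, cut at about 7.5% in these data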;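 note: 0% = DMSO wells and 100% = 10 µM SAHA wells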
# sPLA2-III inh = Blocks human group III sPLA2 activity | 0.56% of 370,000 active | AID 743126 | QFRET BODIPY PC-A2 liposome hydrolysis, fluorescence | inhibition, % at 12.2 µM;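 active = inhibition above mean plus 3 SD of compounds lying within the high and low control bounds, cut at about 19% in these data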;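 note: 0% = median of test compound wells and 100% = no enzyme DMSO wells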
# ARFGAP1 inh = inhibits rat ARF GTPase activating protein 1; Q62848; inhibition, % at 16.5 µM; 0.26% of 360,000 active; Arfgap1-stimulated ARF1 GTP hydrolysis, GDP FP detection;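 active = inhibition above a per-plate limit, mean inhibition of low control wells plus 3 SD, cut at about 25% in these data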;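 note: 0% = DMSO wells with enzyme and 100% = wells lacking Arfgap1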
#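 System: truncated rat Arfgap1 GAP domain / Medium: HEPES-based buffer, pH 7.5 / Also added: N-terminally truncated human ARF1-GTP substrate / Incubation: enzyme reaction 120 min at 25 °C after 20 min preincubation / Measured by: FP of antibody-bound GDP Alexa 633 tracer, ex 620/em 688 nm / Replicates: singlicate, each compound tested once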
# Tn6 DDE FP = inhibitors of Tn6 peptide binding to human fibrin DD(E); 0.21% of 370,000 active; P02675; Fibrin DD(E) TRITC-Tn6 fluorescence polarization displacement; inhibition, % at 8.3 µM;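 active = inhibition above a per-campaign cutoff: mean of compounds within control limits plus 3 SD, cut at about 15% in these data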;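 note: 0% = median of all compound wells on the plate and 100% = blocking peptide control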
# ADAM10 inh = ADAM10 inhibition, QFRET primary screen; inhibition, % at 7 µM; recombinant ADAM10, EDANS/DABCYL FRET peptide cleavage, 3 h; O14672; 0.62% of 370,000 active;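 active = inhibition above a per-campaign cutoff equal to the mean of compounds falling between control-based bounds plus 3 SD, cut at about 20% in these data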;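 note: 0% = DMSO wells while the 100% control is not disclosed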
# NPR2 activator = GC-B (human) receptor activation | P20594 | 0.11% of 370,000 active | activation, % at 10 µM | HEK293-GC-B cells, CNP EC30, cGMP TR-FRET; 0% at EC30 CNP, 100% saturating CNP;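 active = activation at 10 µM reaching about 35% in either raw or pattern-adjusted values, limit read from the data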
# Active calls of the source: *; x = no result given.
# Each structure is followed by: rCAG binder	NPR1 activator	ASAP1 inh	KLK7 zymogen act	GAA850 FXN act	sPLA2-III inh	ARFGAP1 inh	Tn6 DDE FP	ADAM10 inh	NPR2 activator
C[C@H](Nc1ccc(C(F)(F)F)cc1[N+](=O)[O-])C(=O)O
→ 0	-3	-11	-0.1	2.8	-1	-3	5	-3	1
COCCN(C(=O)CSc1nc2ccc(OC)cc2[nH]1)c1c(N)n(Cc2ccccc2)c(=O)[nH]c1=O
→ 0	0	4	0.0	-0.1	2	10	0	-8	0
Cc1ccc(P(C)(=O)c2ccc(C)cc2)cc1
→ -1	3	-2	0.3	-2.2	3	-9	6	-5	0
CC(=O)N1CCN(c2nc(-c3cccs3)nc3ccccc23)CC1
→ -5	0	2	0.6	2.7	-1	13	3	5	2
CC(C)c1ccc(NC2CCCN(C(=O)CCN3CCOCC3)C2)cc1 (configuration not stated)
→ -3	0	-3	1.1	0.8	9	0	2	2	-1
O=C(OCC12CC3CC(CC(C3)C1)C2)c1ccc(NCc2cc(O)ccc2O)cc1
→ 26	-7	13	-0.2	-4.5	29*	1	-5	7	-9
CCOC(=O)c1c(C)oc2cc(Br)c(OC(=O)N3CCOCC3)cc12
→ -3	-6	12	0.5	0.9	-3	6	5	11	-2
CN(Cc1ccccc1)S(=O)(=O)c1ccc(Cl)c(C(=O)NCc2cccnc2)c1
→ -3	2	0	-0.4	0.3	5	6	4	-4	1
COc1ccc(CN2C[C@@H](CO)O[C@@H](n3cnc4c(N5CCN(C)CC5)ncnc43)C2)cc1
→ 1	-1	12	0.1	-0.3	9	10	-3	-2	0
Cc1cc(=O)[nH]c(N/N=C/c2ccc(OC(=O)c3cccnc3)cc2)n1
→ 1	2	3	-0.2	1.9	1	1	-3	-9	13
CC1=CC2=NC(=O)/C(=C\c3cccn3CCOc3cccc(C)c3)C(=N)N2O1
→ 5	-4	-7	0.4	-1.5	-15	14	-3	9	-3
O=C(NCc1ccco1)c1cc(S(=O)(=O)N2CCCCC2)ccc1Cl
→ 1	0	-16	-0.5	1.9	4	-7	4	-16	3
COc1ccc(N2CCN(c3c(S(=O)(=O)c4ccccc4)cnc4ccc(OC)cc34)CC2)cc1
→ 9	-4	7	0.0	-1.1	9	-4	0	7	-5
Cc1ccc(NC(=S)N2CCC(c3ccc(C)cc3)C2)cc1 (configuration not stated)
→ -3	0	-1	0.5	5.5	-6	1	7	3	4
CC(C)(C)NC(=O)Cn1nnc(-c2cccs2)n1
→ 0	2	-12	0.4	-0.4	5	9	-2	7	-5
CSc1ccc(CCNC(=O)Cn2ncc3c([nH]c4ccccc43)c2=O)cc1
→ 4	6	5	-0.4	-0.5	0	-3	2	-4	-4
O=C(Nc1ccccc1)N1CCCN(c2c(Cl)cncc2Cl)CC1
→ -7	-2	-2	-0.2	-0.3	7	0	-1	1	-3
O=C1N/C(=C/c2cccs2)C(=O)N1Cc1ccc(F)cc1
→ -1	0	-7	0.1	-1.1	-2	-13	-3	-6	1
CCCCC(=O)Nc1cccc(C(C)O)c1 (configuration not stated)
→ -1	3	7	0.2	x	1	11	0	-9	-3
CN1OCC(S(=O)(=O)c2ccccc2)C1c1ccccc1 (configuration not stated)
→ -2	2	-5	-0.6	1.0	-3	-8	-2	-1	-3
COc1ccc(C2=NN(C(=O)CCC(=O)O)C(c3ccc([N+](=O)[O-])cc3)C2)cc1 (configuration not stated)
→ 5	2	-2	-1.1	3.4	-3	3	-2	8	4
COc1cc2ccccc2cc1C(=O)OCC(=O)N(C)c1c(N)n(Cc2ccccc2)c(=O)[nH]c1=O
→ -1	-2	19	2.0	-2.8	10	7	6	-395	-2
Cc1ccc2[nH]c(=O)c(C(c3nnnn3CCc3ccccc3)N3CCOCC3)cc2c1 (configuration not stated)
→ -6	2	3	-0.2	-1.8	-7	19	-1	-64	-3
CC(C)C(=O)N1CCC1(C)C(=O)Nc1cc(-c2ccccc2)nn1C (configuration not stated)
→ -2	2	-1	0.0	0.8	0	7	-3	-3	3
CC(C)CC(=O)NC(=S)Nc1ccc(S(=O)(=O)N2CCCC2)cc1
→ -3	-2	1	0.8	-1.1	6	-6	-7	8	0
COc1ccc(-c2csc(C(C)(O)c3cccc(F)c3)n2)cc1 (configuration not stated)
→ 2	3	-11	0.2	0.6	-12	11	6	7	0
O=C(NCC1CCCO1)C1CCN(S(=O)(=O)c2cccc3cccnc23)CC1 (configuration not stated)
→ -1	0	6	0.0	-2.7	12	-5	5	-21	-7
CN(NS(=O)(=O)c1ccccc1)C(=O)c1ccccc1
→ 0	2	2	-0.2	0.6	1	-1	-5	-9	5
COc1cccc(S(=O)(=O)N(C)C[C@@H]2OCc3cnnn3CCCC(=O)N([C@@H](C)CO)C[C@@H]2C)c1
→ 2	-2	-5	-0.8	0.6	6	2	1	-1	-4
O=C1CCC(=O)N1CCCCCc1nc(-c2ccccc2)no1
→ -5	3	2	-0.2	1.4	1	8	-7	4	-2
CN(C)CCCNc1nc2cc(-c3ccc(F)cc3)sc2c(=O)n1C
→ 9	0	1	0.8	0.4	-17	1	1	-32	-1
O=C(NCC(c1ccc(F)cc1)N1CCOCC1)c1ccc(Br)o1 (configuration not stated)
→ 2	-9	-9	0.1	0.0	-1	3	2	1	-7
COCCNC(=S)N(CCc1c(C)[nH]c2ccc(F)cc12)Cc1cccnc1
→ 1	-11	-2	0.2	1.1	5	8	6	4	2
CN(Cc1ccccc1)S(=O)(=O)c1cccc2cccnc12
→ 1	-1	4	0.3	-3.4	-8	-5	15	2	1
Cc1cc(C)cc(Cn2cc(CN3CC(N4CCCCC4)CS3(=O)=O)nn2)c1 (configuration not stated)
→ 1	-5	-5	0.1	x	0	3	4	2	6
Cc1ccc(N/N=C(/Sc2nnnn2-c2ccccc2)C(=O)c2ccccc2)cc1
→ 68*	1	-15	0.2	0.2	-41	-24	2	12	3
O=C(CSc1nc(NS(=O)(=O)c2ccccc2)cc(=O)[nH]1)Nc1ccc(F)cc1
→ 2	-2	-2	-0.6	0.0	-10	-5	-2	1	2
CCOC(=O)C/C(N)=N/NC(=O)c1ccc(Cl)cc1Cl
→ 10	2	10	-0.8	0.0	-3	9	-3	5	3
COc1ccc(OC)c2nc3c(C(=O)NCCN(C)C)cccc3nc12
→ 6	-12	5	0.2	15*	3	15	-8	-4	-11
CCC(C)Sc1nc2c(c(=O)[nH]c(=O)n2C)n1CCc1ccccc1 (configuration not stated)
→ -6	-7	-2	0.4	2.8	3	-5	4	3	-7
Cc1nc(NC(=O)/C=C/c2ccc(F)cc2)sc1C(=O)N(C)C
→ 1	0	5	-0.2	1.2	0	3	-3	5	4
CCC(C(=O)OCC(=O)Nc1ccc(C(=O)Nc2ccc(OC)cc2)cc1)c1ccccc1 (configuration not stated)
→ 4	3	0	-1.0	0.8	-9	3	-6	4	7
Cc1ccc(NC(=S)/C(=C(\[O-])c2ccc(Cl)s2)[n+]2cccc(CO)c2)cc1C
→ 9	-1	-1	-0.2	3.8	10	7	-15	0	0
CC1CCCN(c2nc3ccsc3c(=O)s2)C1 (configuration not stated)
→ 2	-8	-17	0.9	11*	-1	7	-7	-19	-7
CCOC(=O)C1CCCN(C(=O)c2ccncc2)CC1 (configuration not stated)
→ 2	3	4	0.1	0.5	-1	-3	2	1	2
CC(C)C(NC(=O)c1c(F)cccc1F)C(=O)NCc1ccncc1 (configuration not stated)
→ 0	3	3	-0.3	1.6	6	-3	-3	-9	-1
Cc1cc2cc(CNC(=O)COc3ccccc3)ccc2n1C
→ -1	2	-2	0.7	1.0	-4	0	46*	-3	0
COc1ccc(-n2c(SCc3ccc([N+](=O)[O-])cc3)nnc2-c2ccc(C)cc2)cc1
→ 8	-13	-12	-0.5	3.9	7	1	-9	18	-6
Cc1ccc(C(CC(=O)NCc2ccco2)c2ccccc2)c(O)c1 (configuration not stated)
→ -2	-7	5	0.6	-5.1	-13	11	-3	-5	-10
Cc1ccc(N)cc1CN1CCN(c2ncc(Cc3ccccc3)cn2)CC1
→ 3	4	12	0.5	x	1	-6	3	4	4

# More entries.
# Each structure is followed by: rCAG binder	NPR1 activator	ASAP1 inh	KLK7 zymogen act	GAA850 FXN act	sPLA2-III inh	ARFGAP1 inh	Tn6 DDE FP	ADAM10 inh	NPR2 activator
COc1ccc(/C(C)=N/OC/C(O)=C(\C#N)c2nc3ccccc3[nH]2)cc1
→ 5	0	-7	-0.4	-2.5	-2	7	5	-1	-7
Cc1ccc(C)c(-c2cc(C(=O)Nc3sc(C)c(C)c3C(N)=O)c3ccccc3n2)c1
→ 15	8	11	-1.6	-0.9	0	-6	6	-27	8
O=C(Nc1ccc(N2C(=O)C3C4C=CC(C4)C3C2=O)cc1)Nc1nnc(C(F)(F)F)s1 (configuration not stated)
→ 55*	-2	3	-0.6	2.2	-38	7	0	0	-2
CCn1nc(-c2ccccc2)c2nc3ccccc3nc21
→ 0	0	-8	2.7	2.2	-3	5	-1	-11	-1
CCN(c1ccc(NC(=O)COC(=O)c2ccc([N+](=O)[O-])o2)cc1)C(C)C
→ 2	-6	-6	-0.3	1.3	7	-4	0	-7	-1
CC1CCCC(NC(=O)CCC(=O)NCc2ccccc2)C1C (configuration not stated)
→ -7	-2	-8	0.1	2.3	-1	-7	-2	3	-5
COc1ccccc1C(=O)Nc1ccc(N2CCN(C(C)=O)CC2)cc1
→ -2	0	0	0.4	0.5	2	-3	-9	1	-2
Cc1cc(C)cc(Oc2nn[nH]n2)c1
→ 2	5	-10	0.4	2.9	-4	-2	0	-10	-1
CCCN1C2CCCC1CC(NC(=O)c1ccccc1OCC)C2 (configuration not stated)
→ -2	-3	-13	0.2	-0.3	8	-2	-2	10	-1
CC1CCCC(C)N1C(=O)COC(=O)c1ccc(S(=O)(=O)N(C)c2ccccc2)cc1 (configuration not stated)
→ -2	0	6	-0.3	0.9	3	9	1	-16	5
CN1CCN(CCC=C2c3ccccc3Sc3ccc(S(=O)(=O)N(C)C)cc32)CC1
→ -1	-7	5	0.7	1.7	0	-1	-6	-39	-9
Cc1cccc(NC(=O)c2cccc(C(=O)Nc3cccc(C)c3)n2)c1
→ -3	-4	10	-0.7	0.4	0	-9	-1	-6	-9
CN(C)C(CNC(=O)c1cccc(S(=O)(=O)Nc2ccccc2Cl)c1)c1ccco1 (configuration not stated)
→ 9	2	8	0.2	0.3	-13	-1	11	-11	-1
c1ccc(CN2CCC3CC2c2c3cccc2N2CCOCC2)cc1 (configuration not stated)
→ 2	-1	13	0.5	x	8	-5	-4	0	-6

# Entries of single compounds, looked up by structure. Values in the order: rCAG binder	NPR1 activator	ASAP1 inh	KLK7 zymogen act	GAA850 FXN act	sPLA2-III inh	ARFGAP1 inh	Tn6 DDE FP	ADAM10 inh	NPR2 activator
# Listed for CN(C)C(CNC(=O)c1cccc(S(=O)(=O)Nc2ccccc2Cl)c1)c1ccco1 (configuration not stated) = 9	2	8	0.2	0.3	-13	-1	11	-11	-1
# Listed for Cc1cccc(NC(=O)c2cccc(C(=O)Nc3cccc(C)c3)n2)c1 = -3	-4	10	-0.7	0.4	0	-9	-1	-6	-9
